# Screening data: PubChem, Fisher Drug Discovery Resource Center
# mcGAS lum: inhibitors of mouse cGAS. recombinant cGAS, Kinase-Glo ATP depletion luminescence. inhibition, % at 12.5 µM. 160,000 compounds, 0.15% hits. Q8C6L5;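 further: 0% = negative control wells and 100% = reference inhibitor with no enzyme activity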
# hcGAS lum: inhibitors of human cGAS. Q8N884. recombinant h-cGAS, ATP depletion, Kinase-Glo luminescence. inhibition, % at 12.5 µM. 290,000 compounds, 0.081% hits. AID 1259398;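 further: 0% = vehicle reaction and 100% = reaction without DNA for no activity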
# Target sequence (Q8N884 whole entry, looked up): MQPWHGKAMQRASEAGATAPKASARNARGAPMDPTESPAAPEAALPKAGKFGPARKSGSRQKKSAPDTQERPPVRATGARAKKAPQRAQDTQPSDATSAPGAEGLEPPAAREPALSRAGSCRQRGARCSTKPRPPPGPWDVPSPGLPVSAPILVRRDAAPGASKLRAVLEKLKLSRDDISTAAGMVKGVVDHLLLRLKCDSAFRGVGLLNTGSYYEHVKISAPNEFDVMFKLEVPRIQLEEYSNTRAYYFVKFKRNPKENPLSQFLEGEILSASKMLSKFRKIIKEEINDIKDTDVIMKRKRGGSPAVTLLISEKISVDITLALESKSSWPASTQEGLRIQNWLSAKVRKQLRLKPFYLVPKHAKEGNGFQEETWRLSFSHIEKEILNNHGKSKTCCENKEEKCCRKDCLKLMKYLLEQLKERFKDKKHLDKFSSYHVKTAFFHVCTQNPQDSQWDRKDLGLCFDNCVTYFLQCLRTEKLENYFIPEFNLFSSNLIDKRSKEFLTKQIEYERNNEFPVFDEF
# NPYLR7 agonist: mosquito NPYLR7 agonism. HEK293T NPYLR7/Galpha15, GCaMP6s calcium fluorescence. activation, % at 10 µM. 270,000 compounds, 0.15% hits; in the data active means activation above about 40%;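 further: 0% = vehicle and 100% = reference agonist at the receptor; some compounds past the cut are filed as inactive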
# * = called active by the depositor; . = no result given; & = joins results of further samples. Unless noted, no stated cut-off is given here; in the data, active means inhibition above about 40%; inactive means the rest.
SMILES,mcGAS lum,hcGAS lum,NPYLR7 agonist
C=CCNC(=O)c1cccnc1-c1ccc(OC)c2ncccc12,.,-9.0,1.0
Cc1nn(C)c(Cl)c1S(=O)(=O)N1CCCC(C(=O)c2cccc(OC(C)C)c2)C1 (stereo not given),.,0.5&-1.1,-3.7&-4.7
CN1CCN(C(=O)c2c(O)cccc2O)CC1c1ccccc1 (stereo not given),.,1.4,0.7
Cc1cc(C=O)c(C)n1-c1cc(C(F)(F)F)ccc1N1CCOCC1,.,-8.0,-4.9
O=C(Nc1nc(-c2ccccn2)cs1)c1nc2ccccc2s1,.,8.2,10.2
CN1CCN(CCCN(C)C(=O)C2(C#N)CCCCC2)CC1,.,-10.5,5.3
COc1ccc2nc(N(CCn3cccn3)C(=O)c3cc4ccccc4o3)sc2c1,-11.0,-7.0,-19.2
COCCNC(=O)C(NC(=O)c1cc(-c2cccn2C)on1)c1ccccc1 (stereo not given),.,6.6,2.1
CC1(C(=O)NS(=O)(=O)c2ccccc2C(F)(F)F)CCN1C(=O)CCc1ccccc1 (stereo not given),.,-11.2,2.9
Cc1cccn2c(CN3CCC(c4ccccc4F)C3)c(C(=O)N3CCCCC3)nc12 (stereo not given),-3.7&-2.3,-2.7&-2.4,8.8&-5.9
CCCC1COCCN1C(=O)c1cnn2ccn(C)c12 (stereo not given),.,1.8,0.5
CC(C)=CC(=O)N(C)c1ccc(-c2onc3c2CCc2ccccc2-3)cc1,-7.2,-9.6,3.9
CC(C)(C)c1ccc(COc2coc(CN3CCN(S(=O)(=O)c4ccc(Cl)cc4Cl)CC3)cc2=O)cc1,-5.5,-3.6,1.6
CCN(CC)C1CCN(C(=O)CCc2nnc(CCc3ccccc3)o2)C1 (stereo not given),1.3,1.1,4.2
Cc1cn2c3c(=O)n(CCC(C)C)c(=O)n(C)c3nc2n1C(C)c1ccccc1 (stereo not given),-7.3,-0.2,1.7
O=S(=O)(/C=C/c1ccccc1Cl)Nc1cccnc1,.,-15.5,6.7
Cc1c(C(C)NC(=O)c2cc(C(C)C)no2)cnn1-c1cccc2ccccc12 (stereo not given),-12.9,-4.0&-12.9,9.8
O=S(=O)(Nc1ccc(Cl)cc1)c1ccc(F)c(F)c1F,.,-1.6,1.0
Cc1cccc2sc(N(CCN(C)C)C(=O)c3cc(Cl)sc3Cl)nc12,-7.6,-7.0,-2.8
CN(c1ccccc1)c1nc2ccsc2c(=O)s1,.,8.2,2.2
Cc1ccccc1C1SCC(=O)N1CCN(C(=O)C1CC1)C(C)C (stereo not given),-5.6,-5.6,-5.3
CCOC(=O)Cn1c(=NC(=O)c2ccc(OC)c(OC)c2)sc2c(C)cc(C)cc21,-0.5,4.1,-1.3
Cn1nc(-c2ccccc2)c(CN(CC(O)CN2CCOCC2)CC2CC2)c1Oc1ccc(Cl)cc1 (stereo not given),-5.0,-6.4,8.5
Cc1nonc1C1CCCN1C(=O)c1cc2n(n1)CCCN(C(C)C)C2 (stereo not given),-7.0,-3.0,-3.2

# One compound at a time, as listed above. Values in the order: mcGAS lum, hcGAS lum, NPYLR7 agonist
# Record of `Cc1ccccc1C1SCC(=O)N1CCN(C(=O)C1CC1)C(C)C` (stereo not given) : -5.6, -5.6, -5.3
# Record of `COc1ccc2nc(N(CCn3cccn3)C(=O)c3cc4ccccc4o3)sc2c1` : -11.0, -7.0, -19.2
# Record of `COCCNC(=O)C(NC(=O)c1cc(-c2cccn2C)on1)c1ccccc1` (stereo not given) : ., 6.6, 2.1
# Record of `CCN(CC)C1CCN(C(=O)CCc2nnc(CCc3ccccc3)o2)C1` (stereo not given) : 1.3, 1.1, 4.2
# Record of `Cc1cccn2c(CN3CCC(c4ccccc4F)C3)c(C(=O)N3CCCCC3)nc12` (stereo not given) : -3.7&-2.3, -2.7&-2.4, 8.8&-5.9

# (continued)
SMILES,mcGAS lum,hcGAS lum,NPYLR7 agonist
Cc1nc(CN(C)Cc2ccc(-n3cccn3)cc2)co1,.,-4.4,3.9
O=[N+]([O-])c1ccc(Nc2ccc(F)cc2)c(S(=O)(=O)N2CCOCC2)c1,.,-3.4,0.6
CCNC(=O)c1coc(CN(Cc2ccc(F)cc2)Cc2ccc(OCC)cc2)n1,-5.4,-3.2,14.0
COc1cc(NC(=O)c2nnn(CC(=O)Nc3c(C)cc(C)cc3C)c2N)cc(OC)c1,-0.6,0.0,-3.7
CCn1c(C)c(C(=O)CSc2nccc(=O)[nH]2)c2ccccc21,.,1.0,11.0
Cc1ccccc1Cn1c(=O)c2c(nc3n(CCO)c(C)c(C)n23)n(C)c1=O,.,-4.0,-5.2
COCCCn1cc(C(=O)N2CCN(C(=O)COC)CC2)c2nn(-c3ccccc3)c(=O)c-2c1,-7.7,-5.2,-3.1
CCC(CC)(CC)NC(=O)Nc1cccc(CS(C)=O)c1C (stereo not given),-16.0,-6.0,-1.4
O=C(Cn1cnc([N+](=O)[O-])n1)c1cccs1,-3.6,-2.4,11.7
OC(c1ccccn1)C1CCN(c2ncnc3[nH]ccc23)CC1 (stereo not given),-13.9,-7.9,1.0
CC1=NN(CC(=O)OCc2ccccc2)c2nc3c(c(=O)n(C)c(=O)n3C)n2C1C (stereo not given),-6.7,-2.3,-1.9
COc1ccccc1C(NC(=O)C1CCN(CCCOc2ccc(F)cc2)CC1)c1ccccn1 (stereo not given),-3.4,-5.2,2.7

# The final two records of the section before come first, to join the parts.
SMILES,mcGAS lum,hcGAS lum,NPYLR7 agonist
CC1=NN(CC(=O)OCc2ccccc2)c2nc3c(c(=O)n(C)c(=O)n3C)n2C1C (stereo not given),-6.7,-2.3,-1.9
COc1ccccc1C(NC(=O)C1CCN(CCCOc2ccc(F)cc2)CC1)c1ccccn1 (stereo not given),-3.4,-5.2,2.7
O=C(NCc1ccccc1)Nc1nnc([C@H]2C[C@H](O)[C@@H](CO)O2)s1,-6.2,-3.1,-4.1
O=C(c1ccc[nH]1)N1CCC(Cc2n[nH]c(=O)n2-c2ccccc2)CC1,.,-6.1,-0.9
CN(CC(=O)Nc1cccc(F)c1)C(=O)c1cncn1-c1ccc(F)cc1,-5.8,-1.6,3.5
CCc1nnc(NC(=O)CCc2ncc(-c3ccccc3Cl)o2)s1,.,-7.6,6.0
O=C(Nc1nccs1)C12CC3CC(CC(C3)C1)C2,-4.3,-8.1,4.2
CN(C(=O)CSc1nccn1-c1cccc(F)c1)C1(C#N)CCCCC1,.,-13.3,8.9
O=C(NCCn1nc(-c2ccco2)ccc1=O)c1ccc(C(F)(F)F)cc1,-5.9,-3.9,-0.5
CN(C)c1nccnc1N1CCC(CO)(Cc2ccc(Cl)cc2)CC1,.,-3.0,8.8
CC(=Cc1cccs1)C(=O)c1c(C)cc(C)[nH]c1=O,.,-7.9,-3.6
CC(C)c1cc(CN(C)c2cc(N(C)C)ncn2)on1,.,-3.3,2.8
CSCCNC(=O)C1(C)CCN1C(=O)c1ccccc1CCc1ccccc1 (stereo not given),-4.8,-11.4,6.4
COc1cccc(Cc2nsc(Nc3ccc(C)c(C)c3)n2)c1,-2.4,0.7,8.9
COC(=O)C1=C(C)NC(C)=C(C(=O)OC)C1c1ccc(OC)cc1,-5.2,0.1&-0.7,-13.5&-9.0
COC(=O)c1ccc(/C=C2\SC(=S)N(CCC(=O)O)C2=O)cc1,9.2,0.0,-3.7
Cc1ccc(S(=O)(=O)NC2CCN(c3ccccc3C(=O)NC(C)c3ccccc3)CC2)cc1 (stereo not given),-5.5,-2.3,-0.8
CC(C)(C)OC(=O)C1(NCc2nccn2CC(F)(F)F)CCCC1,.,-13.0,-4.1
CN1CCC2(CC1)CC(NC(=S)Nc1ccccc1)c1ccccc1O2 (stereo not given),-4.9,-6.6,2.0
N#Cc1c(SCC(=O)OCc2ccccc2)nc2c(c1-c1ccc(O)cc1)CCCC2,.,-3.1,-1.6
CC12C=CC(C)(O1)C1C(=O)N(c3ccc4c(c3)OCO4)C(=O)C12 (stereo not given),-0.5,2.0,3.5
CC1CN(c2ccc(Br)cc2)c2nc3c(c(=O)n(CCCO)c(=O)n3C)n2C1 (stereo not given),-8.1,-4.7,5.3
COc1cc(C=C2SC(=S)NC2=O)cc(Br)c1O,.,31.4,667.6*
CCSc1nnc2[nH]c(=O)cc(N)n12,.,-6.6,1.6
COCCNC(=O)c1cc(NC(=O)c2ccc(Br)cc2)ccc1N1CCN(c2ccccc2OC)CC1,-5.6,-7.8,.
Cc1nc2sc3c(NCC4CCCO4)ncnc3c2c2c1COC(C)(C)C2 (stereo not given),.,-1.7,3.9
CCCCn1ncc(C)c1NC(=O)Cc1c(C)nn(-c2ccccc2)c1C,.,-1.8,20.7
COc1ccc(-c2nc(CSc3nc(-c4cccnc4)cc(=O)[nH]3)c(C)o2)cc1,2.3,-1.0,-4.7
CNC(=O)[C@@H]1C[C@H](n2cc(-c3ccc(CN4CCC(O)CC4)cc3)nn2)CN1,.,-1.4,6.5
OCc1ccc(CN2CCCC(c3nc(-c4ccccc4)no3)C2)o1 (stereo not given),-22.7,-4.8,0.6
Cc1ccccc1CNC(=O)CCc1c(C)noc1Cl,.,-4.5,12.6
FC(F)n1nnn(-c2ccc(Cl)cc2)c1=S,.,-4.7,-3.2
CCC(C(=O)Nc1cc(C2CC2)nn1-c1nc(C)cc(=O)[nH]1)c1ccccc1 (stereo not given),.,-8.5,1.9
CNc1nc2cnc(Nc3ccc4c(c3)OCCO4)cc2n1-c1ccccc1,-2.6,2.0,-10.1
Cn1nc(NC(=O)c2cc(-c3ccccc3)on2)c2c1NC(=O)CC2c1ccco1 (stereo not given),3.5,4.3,-16.3
O=C(c1ccc(Cl)cc1)N(Cc1nccn1Cc1ccc(F)c(F)c1)C1CC1,-4.2,-2.3,6.2
O=C(NCCn1cc(SCC(=O)N2CCOCC2)c2ccccc21)c1ccccc1,.,-4.2,2.5
CCOC(=O)C1CCN(C(c2cccnc2)c2c(O)cc(C)n(Cc3ccccc3)c2=O)CC1 (stereo not given),.,9.6,15.7
CCc1cccc2c(C(CC(=O)O)c3ccccc3)cn(CC)c12 (stereo not given),.,-3.4,0.6
NS(=O)(=O)c1ccc(F)c(C(=O)OCC2CCCCC2)c1,.,-0.8,-3.0
CN1CCN(P(=O)(c2ccccc2)c2nc3ccccc3s2)CC1 (stereo not given),-3.0,-6.4,1.6
CCSc1nc(NCC(C)C)c2cnn(CCNC(=O)c3ccc(F)cc3F)c2n1,-7.6,0.9,0.1
CC(NS(=O)(=O)c1ccc(Br)cc1Cl)c1ccccc1F (stereo not given),.,-0.4,5.0
CCc1ccccc1NC(=O)N(CCOC)CC(=O)N(Cc1ccc2c(c1)OCO2)Cc1cccs1,-3.7,-3.9,7.2
CCCNC(=O)c1cc2nc(-c3ccc(F)cc3)cc(C(F)(F)F)n2n1,-8.6,-4.6,-7.6
Cc1cccc(CN2CCN(Cc3cc4cc(F)ccc4n3C)CC2)c1,.,0.0,12.1
Cc1cc(=O)c(OCc2ccc(F)cc2)cn1CC(=O)N1CCN(c2ccccc2)CC1,-5.4,-7.5,2.9
O=C(C1CCS(=O)(=O)C1)N(CCN1CCCC1)c1ccccc1 (stereo not given),.,4.6,2.0
O=C(/C=C/c1ccc([N+](=O)[O-])s1)Nc1nnc(C2COc3ccccc3O2)o1 (stereo not given),24.5,-0.8,-5.0
O=C(CCl)NCCOc1ccc(Cl)cc1,.,-9.2,-8.4

# Some of the entries so far, with values under each structure.
# Below each SMILES – mcGAS lum | hcGAS lum | NPYLR7 agonist
CC(NS(=O)(=O)c1ccc(Br)cc1Cl)c1ccccc1F (stereo not given)
→ . | -0.4 | 5.0
CCc1ccccc1NC(=O)N(CCOC)CC(=O)N(Cc1ccc2c(c1)OCO2)Cc1cccs1
→ -3.7 | -3.9 | 7.2
CCc1cccc2c(C(CC(=O)O)c3ccccc3)cn(CC)c12 (stereo not given)
→ . | -3.4 | 0.6
CCSc1nc(NCC(C)C)c2cnn(CCNC(=O)c3ccc(F)cc3F)c2n1
→ -7.6 | 0.9 | 0.1

# Next compounds
SMILES,mcGAS lum,hcGAS lum,NPYLR7 agonist
Cc1cccc(N2CC3ON=C(c4ccccc4)C3C2)c1 (stereo not given),.,-6.4,5.9
COCCN(CC(=O)N(CCc1c[nH]c2ccccc12)Cc1ccc(C)cc1)S(=O)(=O)c1ccc(OC)cc1,-5.3,-1.2,-0.5
OC(COc1ccc(Cl)cc1)CN(Cc1ccc(F)cc1)Cc1ccc2c(c1)OCO2 (stereo not given),-3.7,-6.5,10.2
N#Cc1cccc(OC2CC3CCC(C2)N3C(=O)c2ccc(CSCc3ccc(Cl)c(Cl)c3)cc2)c1 (stereo not given),-5.5,-1.6,15.7
CC1(C)NNC(=S)NC1=O,.,-6.0,-4.2
CC(C(=O)Nc1ccccc1Cl)N1C(=O)c2ccccc2S1(=O)=O (stereo not given),.,4.4,1.8
COCCNC(=O)COc1ccc(C)cc1C(C)(C)C,.,-2.2,4.4
COCCc1noc(C2CCCN(CC(N)=O)C2)n1 (stereo not given),-6.0,-8.3,.
Cc1ccc(-n2c(SCc3ccc(C(=O)NCc4ccncc4)cc3)nnc2-c2cccnc2)cc1,-4.4,-2.0,-0.3
COC(=O)c1ccc(Cn2c(C)c(C(=O)NCC3CC3)sc2=O)o1,.,-5.6,10.4
COc1cc(-c2nn(CN3CCc4ccccc4C3)c(=S)o2)cc(OC)c1OC,.,-4.2,0.8
Cc1ccc(C)c(OCC(O)CN2CCCC(N3CCCC3)C2)c1C (stereo not given),.,-8.9,4.2
O=C(c1cc(Cl)cc(Cl)c1)N1CCC(CCc2ccc(-c3ccccc3)cc2)CC1,-6.8,-7.2,2.2
Cc1noc(C)c1CC(=O)N1CCC(C2CCN(S(C)(=O)=O)CC2)C1 (stereo not given),-7.1,-13.4,.
COCC(=O)Nc1ccc(C(=O)N2CCN3CCN(C)C(=O)C3C2)cc1 (stereo not given),1.2,0.7,-0.7

# Not a hit list, and some 0.27% of all compounds hit somewhere here.
